S3 lipid droplet: qHTS Assay for Lipid Storage Modulators in Drosophila S3 Cells | Potency in µM for hits, for the others lipid storage change, negative = inhibition, % at the top dose, mostly 46.1 µM | Drosophila S3 cells, BODIPY lipid droplet fluorescence, 18-24 h; cells fed with added oleic acid | AID 2685 | hit rate 0.64% among 320,000; active means well fitted inhibition curve with a large enough effect in the signal ratio, with a control signal flat, not every such curve was filed as active; inconclusive means small, poorly fitted or top-dose-only effect, or effect the other way, or a change in a side signal; the % refers to the signal ratio
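Drosophila S3 cells got compounds at several concentrations plus oleic acid (400 uM solution). Laser-scanning cytometry with 488 nm excitation read lipid droplets at 500-530 nm and cells at 575-640 nm. Percent activity was relative to 20 uM Triacsin C.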
S3 lipid droplet cell count max: further read-out of S3 lipid droplet, marked with its call; cell number change, %; measured here: cell count max response;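 cells counted by Cell Tracker Red CMTPX staining in the red channel; peak over a dose series mostly up to 46.1 µM; percent activity relative to internal control wells on each plate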
* marks the source's active call; other numbers are inactive results; i = inactive; ? = inconclusive; . = not tested or not shown; [ ] = remark or other dose. On the % scale 0 is the no-effect control and ±100 the full control effect; potency means the concentration at half of the fitted maximal effect.

Value order – S3 lipid droplet	S3 lipid droplet cell count max
> O=C(NCC(c1ccco1)N1CCN(c2ccccc2F)CC1)C(=O)NC1CCCC1 (stereo not given)
→ ?	.
> COc1ccc(NC(=O)CN(C)C(=O)Cc2ccc3c(c2)OCCO3)cc1
→ ?	.
> Fc1ccccc1CNCC1CCCO1 (stereo not given)
→ ?	.
> CS(=O)(=O)c1ccc(Cl)c(NC(=O)CCN2C(=O)C3CC=CCC3C2=O)c1 (stereo not given)
→ ?	.
> CCOc1ccc(-n2nnc3c(=O)n(CC(=O)N4CCCc5ccccc54)cnc32)cc1
→ 22%	4
> NC(=O)N/N=C/C=C/c1ccccc1
→ -3%	-8
> CCn1c(=O)cc(SCC(=O)NCc2ccco2)c2ccccc21
→ -6%	-15
> CCOc1ccc(CNC(=O)C2CCN(S(=O)(=O)c3ccc4c(c3)CCCC(=O)N4)CC2)cc1
→ ?	.
> Cc1cc(NC(=O)CSc2nc3cc(C(=O)NCCCOC(C)C)ccc3c(=O)n2Cc2ccco2)no1
→ 0%	8
> Cc1cc(C(=O)N2CCN(c3cc(Cl)ccc3C)CC2)on1
→ ?	.
> CC(C)(C)C(=O)COC(=O)CCc1nc2ccccc2[nH]c1=O
→ 4%	20
> O=C(COC(=O)CCC(=O)c1ccccc1)NCCc1ccccc1
→ ?	.
> O=C(O)C(CO)(c1ccccc1)c1ccccc1
→ 1%	3
> COc1ccc(S(=O)(=O)Cc2ccc(C(=O)N3CCCC3)o2)cc1
→ 0%	-2
> Nc1cc(N2CCOCC2)c(Cl)cc1[N+](=O)[O-]
→ ?	.
> O=C(Nc1ccc(C(F)(F)F)cc1)c1cc(-c2cccnc2)nc2ccc(Br)cc12
→ 14%	9
> COc1ccc(N=C2C(=Nc3ccc(OC)cc3)N(c3ccc(N(C)C)cc3)C(=S)N2c2ccc(OC)cc2)cc1
→ ?	.
> Cc1cc(C)c(C(=O)COC(=O)c2cccnc2Cl)c(C)c1
→ ?	.
> CCN(CC)C(=O)CSc1nnc2nnc3cc(C)ccc3n12
→ 8%	6
> CCN(NC(=O)C(O)(c1ccccc1)c1ccccc1)C(=O)c1ccccc1
→ ?	.
> CCOC(=O)c1sc(C)c2c1NC(C)(c1cccs1)NC2=O (stereo not given)
→ ?	.
> N#CC1=C(N)OC2=C(C(=O)CCC2)C1c1ccccc1 (stereo not given)
→ ?	.
> COc1cccc(C(=O)N2CCCC(Nc3ccc(C)c(C)c3)C2)c1 (stereo not given)
→ 26%	29
> COc1ccccc1NS(=O)(=O)c1ccccc1C#N
→ ?	.
> Cc1ccc(-c2cc(C(=O)NCc3ccccn3)c3ccccc3n2)cc1C
→ ?	.
> O=C(c1ccoc1)N1CCC(CO)(CCc2ccccc2)CC1
→ 10%	19
> O=C(COC(=O)c1cccc(Br)c1)Nc1ccc2[nH]c(=O)[nH]c2c1
→ 7%	7
> Cc1c(CC(=O)NCC(=O)O)c(=O)oc2cc3c(cc12)CCC(C)(C)O3
→ 0%	0
> COc1ccc(Cl)cc1NC(=O)C1CCCN(c2cc(C)nc3ncnn23)C1 (stereo not given)
→ ?	.
> CCN(CC)S(=O)(=O)c1cc(NC(=O)c2cccc(N3C(=O)CCC3=O)c2)ccc1Cl
→ ?	.

Molecules above that have bromine, in the order listed:
Value order – S3 lipid droplet	S3 lipid droplet cell count max
> O=C(Nc1ccc(C(F)(F)F)cc1)c1cc(-c2cccnc2)nc2ccc(Br)cc12
→ 14%	9
> O=C(COC(=O)c1cccc(Br)c1)Nc1ccc2[nH]c(=O)[nH]c2c1
→ 7%	7

Back to the main list with the 4 entries that preceded the break.
Value order – S3 lipid droplet	S3 lipid droplet cell count max
> O=C(COC(=O)c1cccc(Br)c1)Nc1ccc2[nH]c(=O)[nH]c2c1
→ 7%	7
> Cc1c(CC(=O)NCC(=O)O)c(=O)oc2cc3c(cc12)CCC(C)(C)O3
→ 0%	0
> COc1ccc(Cl)cc1NC(=O)C1CCCN(c2cc(C)nc3ncnn23)C1 (stereo not given)
→ ?	.
> CCN(CC)S(=O)(=O)c1cc(NC(=O)c2cccc(N3C(=O)CCC3=O)c2)ccc1Cl
→ ?	.
> CN(C)S(=O)(=O)N1CCCC(C(=O)c2ccc(-c3ccccc3)c(F)c2)C1 (stereo not given)
→ ?	.
> COc1ccc(NC(=O)c2cccc(NC3=NC4CS(=O)(=O)CC4S3)c2)cc1Cl (stereo not given)
→ i	9
> Cc1nn(C)c(C)c1NC(=O)Nc1ccc(Cl)c(Cl)c1
→ ?	.
> C/C(CC(=O)Nc1ccccn1)=N\NC(=O)c1ccc(C)cc1
→ 25%	-2
> CCOC(=O)c1c(C)oc2cc(Br)c(O)c(Br)c12
→ ?	.
> CC(C)OC(=O)c1ccc(N)cc1
→ ?	.
> Cc1cccc(NC(=S)NNC(=O)CCn2cc(C)cn2)c1
→ ?	.
> COc1ccc2[nH]cc(C(=O)CN3CCC(C)CC3)c2c1
→ ?	.
> CCC(=O)NC(=S)N1CCN(c2ccc([N+](=O)[O-])cc2Cl)CC1
→ 16%	-14
> Cc1ccc(N(CC(=O)NC2CCCCC2C)S(=O)(=O)c2c(C)noc2C)cc1 (stereo not given)
→ i	1
> O=S(=O)(Cc1ccccc1)Nc1cccc(F)c1
→ 0%	6
> CCOC(=O)C1=C(C)NC(C)=C(C(=O)OCC)C1C(=O)OC1CCOC1=O (stereo not given)
→ ?	.
> CCOC(=O)C(C)(C)Sc1nc2c(cnn2-c2ccc(Cl)cc2)c(=O)[nH]1
→ ?	.
> CC(=O)COc1coc(CN2CCN(c3ccc(F)cc3)CC2)cc1=O
→ i	27
> COC(=O)CC1C(=O)NCCN1C(=O)Nc1ccccc1 (stereo not given)
→ -11%	4
> NC(=O)CSc1nnc(NC(=O)c2ccc(S(=O)(=O)N3CCOCC3)cc2)s1
→ -17%	-15
> CC(C)c1ccc(S(=O)(=O)N2CCC(C(=O)N3CCC3)CC2)cc1
→ ?	.
> CN(CCc1cnn(C)c1)Cc1cn[nH]c1-c1ccc(-c2ccccc2)cc1
→ 2%	-1
> CCn1c(C(C)NC(=O)c2ccc(OC)c(OC)c2)nc2ccccc21 (stereo not given)
→ 3%	-12
> CCSc1nc2c(c(=O)[nH]1)C(c1cccnc1)C(C(=O)OC(C)C)=C(C)N2 (stereo not given)
→ ?	.
> Cc1ccc(OCCCC(=O)Nc2ccc(N3CCOCC3)cc2)c(C)c1
→ i	.
> COc1ccccc1CN1CC(C(=O)NCc2cc(F)cc(C(F)(F)F)c2)CCC1=O (stereo not given)
→ i	-1
> Cc1ccc(CCNC(=O)C2CCC(=O)N2C(C)C)cc1 (stereo not given)
→ ?	.
> COc1cc(CCC(=O)OCC(=O)NCC2CCCCC2)cc(OC)c1OC
→ ?	.
> Cc1nn(Cc2cccc(F)c2)c(C)c1NC(=O)c1c(Cl)cnn1C
→ 3%	8
> COCc1ccc(CN2CCCC(CO)(Cc3cccc(OC)c3)C2)o1 (stereo not given)
→ -15%	-11
> O=C1C=C(c2ccc(Cl)cc2)OC2(CCCC2)O1
→ ?	.
> CN(C)CCCN1C(=O)c2cccc3cccc(c23)C1=O
→ ?	.
> CCOC(=O)c1cnn(-c2nc(C)cc(C)n2)c1N
→ ?	.
> O=C(O)c1ccc2c(c1)C(=O)N([C@H](Cc1ccc([N+](=O)[O-])cc1)C(=O)O)C2=O
→ -9%	-22
> COc1ccc(C2SCC(=O)N2c2c(C)n(C)n(-c3ccccc3)c2=O)cc1 (stereo not given)
→ ?	.
> CCCCC1(C)NC(=O)N(CC(=O)Nc2ccc(S(=O)(=O)N3CCOCC3)cc2)C1=O (stereo not given)
→ 13%	-8
> CCC(OC(=O)C(NC(=O)c1ccccc1)c1ccccc1)C(=O)Nc1cc(C)on1 (stereo not given)
→ ?	.
> Cc1ccc(NC(=O)C2CCN(S(=O)(=O)c3ccc4c(c3)C(C)(C)C(=O)N4C)CC2)c(C)c1
→ ?	.
> COc1ccc(NS(=O)(=O)c2ccc(N)cc2)nn1
→ ?	-3
> Cc1ccc(NS(=O)(=O)c2c(C(=O)N3CCOCC3)c(C)n(C)c2C)cc1
→ ?	.
> COc1cc(F)c(C2=CC(=O)C[C@H](c3ccc(Cl)cc3)C2)cc1F
→ ?	.
> CCc1nc(N2CCN(S(C)(=O)=O)CC2)c2c3c(sc2n1)CCCC3
→ ?	.
> NS(=O)(=O)c1ccc2nc(NC(=O)CS(=O)(=O)c3ccccc3)sc2c1
→ i	-3
> COCC(C)n1c(SCC(=O)NCCC2=CCCCC2)nc2ccccc2c1=O (stereo not given)
→ ?	.
> Cc1cc(C)cc(NC(=O)COC(=O)Cn2cnc3c2c(=O)n(C)c(=O)n3C)c1
→ 16%	14
> O=C(Nc1ccc2c(c1)OCCO2)N1CCN(c2ccccc2)CC1
→ -10%	.
> COC(=O)C1=C(NC(=O)c2ccccc2C)CCS1
→ ?	.
> Cc1cc(OCC(O)CN2CCc3ccccc3C2)cc(C(C)C)c1 (stereo not given)
→ ?	.
> Cc1cc(C(=O)CSc2nnnn2-c2ccccc2)c(C)n1CC1CCCO1 (stereo not given)
→ 7%	-12
> CCOc1ccccc1-n1c(=S)sc2c(=O)n(-c3ccc(F)cc3)c(SCC(=O)O)nc21
→ ?	.
> Cc1cc(C)c(C)c(S(=O)(=O)NCc2ccc(C(=O)N3CCCCC3)cc2)c1C
→ 0%	-4
> C#CCOCCOCCOCCNc1nc(N2CCN(C(=O)CCCCCCCCCCNC(=O)Cn3cc(C[C@@H](C)O)nn3)CC2)nc(N2CCN(C(=O)CCCCCCCCCCNC(=O)[C@H](CCCN=C(N)N)n3cc(C[C@@H](C)CC)nn3)CC2)n1
→ ?	.
> O=C(Nc1ccc2c(c1)OCCO2)c1oc2ccccc2c1NC(=O)C1CC1
→ ?	.
> COCCn1c(SCC(=O)N(C)c2ccccc2)nc2c([nH]c3ccccc32)c1=O
→ ?	.
> Cc1ccc(S(=O)(=O)N(C)c2cc(S(=O)(=O)N3CCC(C)CC3)c(C)cc2C)cc1
→ -5%	-5
> Cc1cc2c(OCC(O)CNC(C)(C)C)cccc2[nH]1 (stereo not given)
→ i	.
> CCOC(=O)c1c(C)nc2c(c(SC)nn2-c2ccccc2)c1N
→ -7%	-4
> CCCCSc1nc2[nH]ncc2c(=O)[nH]1
→ 6%	-8
> Cn1cnc2c(=O)[nH]cc([N+](=O)[O-])c21
→ ?	.
> Cc1cc(C)cc(NC(=S)/C(=C(\[O-])c2ccc(Cl)s2)[n+]2cccc(C)c2)c1
→ -14%[9.22 µM]	-5
> CCOC(=O)N1CCC(NC(=O)CS(=O)(=O)Cc2nc(-c3ccccc3Cl)oc2C)CC1
→ -12%	9
> COc1ccccc1CN(C(=O)CNC(=O)c1ccco1)C(C(=O)NCC1CCCO1)c1ccc(OC)c(OC)c1 (stereo not given)
→ ?	.
> COc1ccc(S(=O)(=O)N2CCC(c3cc(-c4cccc5ccccc45)n[nH]3)CC2)cc1
→ ?	.
> CC(C)=CC(=O)NCCc1ccccc1
→ ?	.

(listing goes on)
Value order – S3 lipid droplet	S3 lipid droplet cell count max
> CC(=O)NC(C)C12CC3CC(CC(CC(=O)O)(C3)C1)C2 (stereo not given)
→ i	.
> CCCCn1c(N)c(N(CCC(C)C)C(=O)C2=NN(c3ccccc3)C(=O)CC2)c(=O)[nH]c1=O
→ ?	.
> CC1CN(c2nnc(NC(=O)c3ccccc3)s2)CC(C)O1 (stereo not given)
→ ?	.
> CCCCN(C(=O)CCNC(=O)NC12CC3CC(CC(C3)C1)C2)c1c(N)n(CCCC)c(=O)[nH]c1=O
→ 24%	-28
> Cc1nc(N2CCN(c3ccccn3)CC2)c2c(C)c(C(=O)Nc3ccc(F)cc3Cl)sc2n1
→ ?	.
> Cc1ccc(N=C2C(=O)Nc3ccc(C)c(Br)c32)cc1
→ i	6
> COc1cc(OC)cc(C(=O)N[C@H](C(=O)NC23CC4CC(CC(C4)C2)C3)C(C)C)c1
→ i	4
> NC(=O)NC(CC(=O)N1CCc2ccccc2C1)c1ccc(Cl)cc1 (stereo not given)
→ ?	.
> CSc1nc(C(C)C)ccc1CNC(=O)CC(C)c1ccccc1 (stereo not given)
→ ?	.
> COCCCNc1nc2cc(OC)c(OC)cc2c2nc(-c3ccccc3)nn12
→ ?	.
> Cc1nn(C)cc1CNC(=O)/C=C/c1cnn(C)c1
→ -7%	-6
> Nc1nnc(SCC(=O)OCC(=O)c2ccccc2)s1
→ ?	.
> CCOC(=O)CN1C(=O)C2Cc3ccccc3CN2C1=S (stereo not given)
→ -2%	.
> CCCNC(=O)N1c2ccccc2Sc2ccccc21
→ -5%	8
> Cn1ncc2cc(NC(=S)NC(=O)c3ccccc3)ccc21
→ -20%	6
> Clc1ccc(C2[C@H]3CN(Cc4cccnc4)[C@H](c4ccccc4)C34CC2(c2cccnc2)C4)cn1 (stereo not given in full)
→ 10%	2
> N#C/C(=C\C=C\c1ccccc1)c1nc(-c2ccc3c(c2)OCO3)cs1
→ 7%	7
> COc1ccc(OCC(=O)N/N=C(\CCC(=O)O)c2cccs2)cc1
→ ?	.
> CCOC(=O)c1c(C)[nH]c(C)c1C(=O)COC(=O)c1ccc([N+](=O)[O-])s1
→ ?	.
> O=C(Cc1ccccc1)N1CCN=C1SCc1ccc([N+](=O)[O-])cc1
→ 10%	-13
> Cc1ccc(C)c(N2CCN(C(=O)C34CC5CC(C3)CC(n3nnc(C)n3)(C5)C4)CC2)c1
→ ?	.
> Cc1c(Cl)c([N+](=O)[O-])nn1CCCC(=O)N1CCN(c2ccccc2)CC1
→ ?	.
> COc1ccc(NC(=S)Nc2ccccc2SC)c(OC)c1
→ ?	.
> O=C1CCCN2N=C(SCC(=O)Nc3cccc(C(F)(F)F)c3)SC2=N1
→ ?	.

Compound activity (PubChem BioAssay)

These rows are one share of the data; count on the stated rates, not on these rows.
